Screens from PubChem.
SK-BR-3 tox 24h: SK-BR-3 proliferation inhibitors; SK-BR-3 viability, CellTiter-Glo ATP luminescence, 24 h; hits give low values; viability, % at 10 µM; hit rate 0.47% among 41,000; AID 847;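 active = viability at or below the median of all test compounds minus 3 SD, in both replicates if run twice, cut at about 45% in these data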;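 note: 100% = median untreated cell wells and 0% = median positive control drug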
Starred values were filed as active, the others as inactive. Some of the compounds tested; the hit share may differ from the screen's.

SMILES | SK-BR-3 tox 24h
COc1ccc(C(c2nnnn2CCc2ccccc2)N2CCN(C3CCCC3)CC2)cc1OC (configuration not stated) | 74
Cc1nc(C)c(C(=O)C2=C(O)C(=O)N(CCN(C)C)C2c2cccs2)s1 (configuration not stated) | 86
Cc1ccc(-c2noc(CCC(=O)NC3CCN(Cc4ccccc4)CC3)n2)cc1 | 99
C/C=C(/C(=C/C)c1ccc(O)cc1)c1ccc(O)cc1 | 85
N#CC(C(=O)OCc1ccccc1)c1nc2ccccc2nc1N1CCOCC1 (configuration not stated) | 72
Cc1nc2ccccc2c(=O)n1NC(=O)C1CCCCC1 | 101
O=C(O)C1CC(=O)N(Cc2ccc3c(c2)OCO3)C1 (configuration not stated) | 93
CCCCCCNc1cc2n(c(=O)n1)CCc1cc(OC)c(OC)cc1-2 | 86
CCCS(=O)(=O)N1CCCC(c2nc(-c3cccc(OC)c3)no2)C1 (configuration not stated) | 116
CCOC(=O)C1CCCN(CC(=O)NC2CC2)C1 (configuration not stated) | 108
O=C(COC(=O)c1ccco1)NC1CCCCC1 | 100
CCCn1nnnc1SCC(=O)N1CCOCC1 | 92
Cc1cc(C)nc(-n2nc(C)c(C3(O)C(=O)Nc4ccccc43)c2N)n1 (configuration not stated) | 79
O=c1[nH]nnc2sc3c(c12)CCCC3 | 95
Cc1cnn(-c2nc(-c3cccs3)cc(C(F)(F)F)n2)c1 | 80
O=C(Cn1cc(C(=O)C2CC2)c2ccccc21)NCC1CCCO1 (configuration not stated) | 104
COCCCN1C(=O)c2[nH]nc(-c3cc(C)cc(C)c3O)c2C1c1ccc(O)c(OC)c1 (configuration not stated) | 78
Cc1ccc(Cl)cc1N1CCN(C(=O)CCC(=O)O)CC1 | 106
CC(C)n1c(C(=O)OCC(=O)NCc2ccc3c(c2)OCO3)cc2occc21 | 102
Cn1c(SCc2nc3ccccc3n2CCO)nc2ccccc21 | 63

A portion of the results above, for reference:
SMILES | SK-BR-3 tox 24h
Cc1ccc(Cl)cc1N1CCN(C(=O)CCC(=O)O)CC1 | 106
CC(C)n1c(C(=O)OCC(=O)NCc2ccc3c(c2)OCO3)cc2occc21 | 102
Cn1c(SCc2nc3ccccc3n2CCO)nc2ccccc21 | 63

Following part:
SMILES | SK-BR-3 tox 24h
CCCN1C(=O)c2ccccc2NC1c1ccc(OC)cc1O (configuration not stated) | 67
Cc1nc(SC2C=CS(=O)(=O)C2)n[nH]1 (configuration not stated) | 90
CCOc1ccc2cc(C#N)c(SCC(=O)NC(C)CC)nc2c1 (configuration not stated) | 94
O=S(=O)(c1cccs1)N1CCN(C/C=C/c2ccccc2)CC1 | 92
CCOC(=O)c1cccc(NC(=O)Cn2c(CC(=O)NC)nc3ccccc32)c1 | 93
CC1Cc2ccccc2N1C(=O)CSc1nnc(CSc2ncccn2)n1C (configuration not stated) | 83
CCOC(=O)c1csc(NC(=O)CSc2nnc(C3CC3)n2C)n1 | 116
CC(=O)c1ccc(N(C)C)c2c(N(C)C)cccc12 | 88
CCN(CC)CC(=O)Nc1ccc2c(c1)Nc1ccccc1CC2 | 124
O=C(c1ccccc1)C(Sc1ncn[nH]1)c1ccccc1 (configuration not stated) | 92
CCn1c(=O)n(CC)c2cc(S(=O)(=O)N3CCC(c4ccccc4)CC3)ccc21 | 76
COc1ccc(C(C)(C)C)cc1NC(=O)COC(=O)c1cnc(C)cn1 | 100
O=c1c2ccccc2[nH]c(=S)n1CCCN1CCN(C2CCCCC2)CC1 | 88
COc1ccc(S(=O)(=O)NC2CC3CCC2C3)cc1Cl (configuration not stated) | 95
O=P(O)(CN1CCCCC1)C1CCCCC1O (configuration not stated) | 108
CCCc1n[nH]c(=O)[nH]1 | 99
CSCCC1NC2(C(=O)Nc3c(Cl)cccc32)[C@@H]2C(=O)N(C3CCCC3)C(=O)[C@H]12 (some centres not stated) | 106
CCOC(=O)c1ccc(NC(=O)Cn2nnc(-c3ccccc3)n2)cc1 | 65
CS(=O)(=O)N(CC(=O)NC1CC1)c1cccc(F)c1 | 98
Cc1ccc(NC(=O)CS(=O)CC(=O)Nc2cccc(C)c2C)cc1F (configuration not stated) | 71
COc1cc2c(cc1OC)C(/C(C#N)=N\O)=NC(C)(C)C2 | 106
CNC(=O)Nc1cccc(NC(=O)NC)n1 | 129
O=S(=O)(c1cccc(-c2nc3ccccc3s2)c1)N1CCCC1 | 88
Brc1ccc(CSc2nnc(Cc3c[nH]c4ccccc34)o2)cc1 | 95
Cc1ccc(-c2noc(CCC(=O)N(C)c3ccccc3C)n2)cc1 | 92
Cc1cc(-c2c(C)n([O-])c(C)c(C)[n+]2=O)ccc1F | 108
COC(=O)C1CCN(C(=O)C(C)Oc2ccc(Cl)cc2Cl)CC1 (configuration not stated) | 96
CCC(Sc1nnc(C)s1)C(=O)Nc1nccs1 (configuration not stated) | 94
Cc1ccnc(SCC(=O)N2CCN(c3cccc(Cl)c3)CC2)n1 | 78
CN1CCN(Cc2nc(N)nc(Nc3ccc4c(c3)OCCO4)n2)CC1 | 84
COc1cc(CN2CCC(C(=O)N3CCCC(C)C3)CC2)cc(Br)c1O (configuration not stated) | 79
COc1ccc(C(=O)NCc2cn3ccccc3n2)cc1 | 87
COc1ccccc1C(=O)NCCn1cc(SCC(=O)Nc2cc(C)on2)c2ccccc21 | 59
CCc1nnc(SCc2ccc(CSc3nnc(CC)n3N)cc2)n1N | 82
Cc1[nH]n(-c2ccccc2)c(=O)c1/C=N/c1ccccn1 | 104
CCOC(=O)CC1=CC(C)(CC(=O)OCC)C(C#N)(C#N)C(N)=C1C#N (configuration not stated) | 80
CC[n+]1cc(-c2ccccc2)nc(N2CCOCC2)n1 | 86
CCOC(=O)C1=C(Cn2ccc(C(F)(F)F)n2)NC(=O)NC1c1ccc2c(c1)OCO2 (configuration not stated) | 93
CC(C)(C)C(=O)Cn1c(=N)n(Cc2ccccc2)c2ccccc21 | 65
Cc1cc(NC(=O)c2ccc(Br)c(S(=O)(=O)N3CCCC3)c2)no1 | 91

An excerpt from above in order of molecular weight, low to high:
SMILES | SK-BR-3 tox 24h
COc1ccc(C(=O)NCc2cn3ccccc3n2)cc1 | 87
CC(C)(C)C(=O)Cn1c(=N)n(Cc2ccccc2)c2ccccc21 | 65
CCOC(=O)CC1=CC(C)(CC(=O)OCC)C(C#N)(C#N)C(N)=C1C#N (configuration not stated) | 80
COc1cc(CN2CCC(C(=O)N3CCCC(C)C3)CC2)cc(Br)c1O (configuration not stated) | 79
CCOC(=O)C1=C(Cn2ccc(C(F)(F)F)n2)NC(=O)NC1c1ccc2c(c1)OCO2 (configuration not stated) | 93

Other results
SMILES | SK-BR-3 tox 24h
Cn1c(OCc2cccnc2)nc2c1c(=O)n(Cc1ccccc1)c(=O)n2C | 79
CC(C)C(C(=O)C=[N+]=[N-])N1C(=O)c2ccccc2C1=O (configuration not stated) | 110
O=C(Nc1ccon1)c1csc2ccccc12 | 90
Cn1c(SCC(=O)NCc2ccccc2)nc2ccccc21 | 68
Cc1ccc(S(=O)(=O)N2CCC(N3CCCCCC3)CC2)cc1 | 87
Cn1c(CNC(=O)Nc2ccccc2Cl)nnc1SCc1ccccc1 | 80
Cc1ccc2[nH]c3c(NCc4ccco4)ncnc3c2c1 | 94
O=C(Oc1cccc2cccnc12)c1cccc(-n2cnnn2)c1 | 90
CCN(CC(F)(F)C(F)F)S(=O)(=O)c1ccc(NC(=O)OC)cc1 | 86
OCCN1CCN(C(=S)c2ccc(Cl)c(Cl)c2)CC1 | 99

Next part, overlapping the part above by 2 compounds.
SMILES | SK-BR-3 tox 24h
CCN(CC(F)(F)C(F)F)S(=O)(=O)c1ccc(NC(=O)OC)cc1 | 86
OCCN1CCN(C(=S)c2ccc(Cl)c(Cl)c2)CC1 | 99
COc1ccc(OC)c(NC(=O)CCN2CCN(Cc3ccccc3)CC2)c1 | 94
CN(C)S(=O)(=O)c1ccc(C(=O)N2CCN=C2SCc2cccnc2)cc1 | 73
O=C(NC1CCCC1)c1cccnc1N1CCCCCC1 | 60
CCOC(=O)Cc1csc(NC(=O)CSc2nnc(C)n2C)n1 | 104
N#CC1=C(N)OC2=C(C(=O)CCC2)C1c1ccsc1 (configuration not stated) | 80
c1coc(-c2ncc[nH]2)c1 | 76
Cc1ccc2nc3c(c(C(=O)O)c2c1)CCC3 | 113
COC(=O)[C@H](C)NC(=O)Nc1ccccc1F | 95
COc1ccccc1Nc1nc(N)nc(CN2CCCCCC2)n1 | 77
O=C(c1ccccc1)c1cc(-c2ccccc2)on1 | 103

Brought forward from above: 6 compounds, then new ones.
SMILES | SK-BR-3 tox 24h
N#CC1=C(N)OC2=C(C(=O)CCC2)C1c1ccsc1 (configuration not stated) | 80
c1coc(-c2ncc[nH]2)c1 | 76
Cc1ccc2nc3c(c(C(=O)O)c2c1)CCC3 | 113
COC(=O)[C@H](C)NC(=O)Nc1ccccc1F | 95
COc1ccccc1Nc1nc(N)nc(CN2CCCCCC2)n1 | 77
O=C(c1ccccc1)c1cc(-c2ccccc2)on1 | 103
CCCc1nc2ccccc2c(C(=O)OC2CCOC2=O)c1CC (configuration not stated) | 89
COC(=O)C1=C(C)N=c2s/c(=C/c3cccs3)c(=O)n2C1c1cccs1 (configuration not stated) | 149
CCc1ccc2oc(=O)cc(CN3CCOCC3)c2c1 | 94
CNc1oc(-c2ccccc2Cl)nc1C#N | 101
O=C(O)CSC12CC3CC(C1)CC(C(=O)O)(C3)C2 | 89
Cc1ccc(C)c(Cn2nnc3c(=O)[nH]c(C4CCCN(C(=O)C5CCCCC5)C4)nc32)c1 (configuration not stated) | 75
c1coc(CNc2c3c(nc4ccccc24)CCC3)c1 | 102
CCN(CC)CCCN1C(=O)C(=O)/C(=C(/O)c2c(C)nc3ccccn23)C1c1ccc(C)o1 (configuration not stated) | 88
O=C(CN1CCCC1)Nc1ccc(NC(=O)Nc2ccccc2Cl)cc1 | 74
O=C(COC(=O)c1ccccc1)NCC1CCCO1 (configuration not stated) | 89
CC(OC(=O)c1nsc(Cl)c1Cl)C(=O)NCc1cccs1 (configuration not stated) | 91
Cc1cc(NC(=O)CSc2nnc(COc3ccccc3)n2Cc2ccco2)no1 | 122
CCOC(=O)c1cnc(SC2CC(=O)N(c3cccc(OC)c3)C2=O)nc1N (configuration not stated) | 80
c1coc(-c2nc3c4c5c(sc4ncn3n2)CCCC5)c1 | 89
Cc1nnc(SCCc2ccccc2)[nH]c1=O | 110
O=C(CS(=O)(=O)Cc1ccccc1)N1CCN(C(=O)c2ccco2)CC1 | 86
O=C(COc1cccc(C(F)(F)F)c1)Nc1ccc(S(=O)(=O)N2CCCC2)cc1 | 94
CCOC(=O)N1CCN(C(=O)C(NC(=O)C2CCC(C)CC2)C(C)C)CC1 (configuration not stated) | 108
CSc1ccccc1NC(=O)CN(c1cc(C)cc(C)c1)S(C)(=O)=O | 81
Cn1c(=O)n(Cc2ccc(F)cc2)c(=O)c2c1nc1n2CCCN1C1CCCCC1 | 103
OCCCc1nc2ccccc2n1CCOc1ccccc1 | 96
O=c1oc2cc(O)ccc2c2oc3cc(O)ccc3c12 | 94
CCCCc1cc(=O)oc2c(CN3CCCC3)c(O)c(Cl)cc12 | 87
c1ccc(-n2c(-c3ccncc3)nnc2-c2cccs2)cc1 | 91
CC1C(=O)C(C)C(c2ccc3c(c2)OCO3)NC1c1ccc2c(c1)OCO2 (configuration not stated) | 85
CC1CCN(C(c2ccccc2)c2nnnn2C(C)(C)C)CC1 (configuration not stated) | 71
Cc1cccc(C)c1NC(=O)C1(N2CCN(C(=O)c3ccco3)CC2)CCCCC1 | 85
O=C(CCC1COc2ccccc2O1)Nc1ccccn1 (configuration not stated) | 92
COc1cc(Cl)c(C)cc1NC(=O)CSc1nnc(-c2cccnc2)n1Cc1ccco1 | 112
COc1ccc(CCN2C(=O)c3cccnc3C2=O)cc1OC | 92
CCN(CC)Cc1nc2c(c(=O)[nH]1)C1(CCCCC1)Cc1ccccc1-2 | 89
COC(=O)c1c(NC(C)=O)sc2c1CCCC2 | 95
O=C(c1cccs1)N1CCN(C2CCCCC2)CC1 | 94
COc1ccc(N2CCN(CC(=O)Nc3nnc(-c4ccccc4)s3)CC2)cc1 | 86
Cc1cc(C)c(NC(=O)OCCN2CCOCC2)c(C)c1 | 96
Cc1cc(NS(=O)(=O)Cc2ccccc2)cc(C)c1OCC(=O)N1CCOCC1 | 107
CCc1nc(SCC(=O)Nc2ccccc2C(=O)OC)n[nH]1 | 102
CC(=O)Nc1ccc(NC(=O)CSc2nnc(C3CC3)n2C)cc1 | 81
COc1ccc(-c2cc(=O)oc3c(C)c(O)c(CN(C)C)cc23)cc1 | 97
Clc1ccc2c(N3CCCC3)ccnc2c1 | 97
Cc1ccc(-n2nc3ccc(N)cc3n2)cc1 | 102
CC(C)=C1SC(N2CCN(Cc3ccccc3)CC2)=NC1=O | 90
CCc1nnc(NC(=O)CCC(=O)Nc2ccccc2)s1 | 90
O=C(CN(Cc1ccc(F)cc1)S(=O)(=O)c1ccccc1)N1CCCCC1 | 111
CCOC(=O)N1CCN(S(=O)(=O)c2c(C)cc(C)cc2C)CC1 | 81
O=C(NCCc1ccccc1)C1CCCN(S(=O)(=O)c2cccc3nsnc23)C1 (configuration not stated) | 76
O=C(CSc1nnnn1-c1ccccc1)Nc1ccc(Cl)cc1 | 106
CSCC[C@H](NC(=O)C1CCN(S(=O)(=O)c2ccc(C)cc2)CC1)C(=O)NCC1CCCO1 (some centres not stated) | 84
C=CCNc1nc2c(c(=O)n(C)c(=O)n2C)n1CCCCCC | 79
CCOC(=O)CON1C(=O)C(C)(C)N(OCC(=O)OCC)C(=O)C1(C)C | 101
Following part
SMILES | SK-BR-3 tox 24h
O=c1oc2cc(Br)ccc2n1CSC1=NCCS1 | 90
Cc1c(-c2nc(N)nc(Nc3ccccc3)n2)oc2ccccc12 | 130
CC(C)(C)NC(=O)C1CCN(S(=O)(=O)c2ccc(Br)cc2)CC1 | 87
Nc1nc(NCc2c(F)cccc2Cl)nn1-c1ccccc1 | 90
CC1=C(C#N)C(Nc2cccc(C)n2)(C(F)(F)F)C(=O)N1 (configuration not stated) | 56
CC(=O)N1CCN(Cc2nc3cc(NC(=O)C4CCCCC4)ccc3n2C)CC1 | 107
O=C(NCc1cccs1)c1cc(-c2cccs2)on1 | 84
CCNc1sc(C(=O)c2cccs2)c(N)c1C#N | 98
O=C(c1ccc(-c2cccc(C(F)(F)F)c2)o1)N1CCOCC1 | 90
O=C(NCCc1ccccc1)c1ccc(-n2cnnn2)cc1 | 102
CSc1nnc(-c2cnccn2)n1CCCN1CCCC1=O | 107
